rTrxR1 inhibitor – inhibitors of rat thioredoxin reductase 1 | O89049 | recombinant rTrxR1, NADPH fluorescence consumption, selenite substrate | Potency, µM (doses to about 114 µM), for inactives: at the highest dose activity change, negative = inhibition, hits mostly inhibitors | hit rate 1% among 390,000 | AID 588453; note: % is set by controls: 0 for no effect and ±100 for the full control effect; nearly all actives have a fitted effect of over 65% in size
Target sequence (O89049 whole entry, looked up): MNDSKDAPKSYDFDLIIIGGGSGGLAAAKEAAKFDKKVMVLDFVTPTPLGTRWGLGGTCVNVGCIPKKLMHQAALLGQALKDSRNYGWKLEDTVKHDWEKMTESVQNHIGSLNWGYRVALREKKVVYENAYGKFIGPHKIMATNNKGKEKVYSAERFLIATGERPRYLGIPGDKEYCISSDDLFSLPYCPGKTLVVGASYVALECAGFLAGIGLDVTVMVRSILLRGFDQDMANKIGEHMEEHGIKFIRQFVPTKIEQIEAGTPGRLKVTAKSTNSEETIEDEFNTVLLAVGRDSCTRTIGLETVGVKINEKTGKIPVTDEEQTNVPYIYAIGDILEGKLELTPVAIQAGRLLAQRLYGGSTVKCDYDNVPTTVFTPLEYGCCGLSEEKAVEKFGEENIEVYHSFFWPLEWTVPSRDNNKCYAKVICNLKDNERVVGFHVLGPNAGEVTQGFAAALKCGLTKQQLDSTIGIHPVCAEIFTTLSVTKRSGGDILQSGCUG
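Rat TrxR1 (90 nM in the dispensed reagent) was pre-reduced with 400 uM NADPH for 5 min at room temperature, then incubated with compound for 15 min. After 400 uM selenite was added, NADPH fluorescence (Ex 340/Em 450 nm) was followed for 8 min.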
12-LOX inh – blocks human arachidonate 12S-lipoxygenase; P18054; purified 12hLO, xylenol orange hydroperoxide absorbance; Potency, µM (titrated, usually from 108 µM), for the others: at the top dose activity change, negative = inhibition, most hits filed as inhibitors; hit rate 1.1% among 580,000; AID 1671190; note: % is set by controls: 0 for no effect and ±100 for the full control effect
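Purified human 12hLO (150 nM final) in 25 mM Hepes, 0.01% Triton X-100, pH 7.0 was preincubated 15 min at room temperature with compound. Then 40 uM arachidonic acid was added, 30 min. Hydroperoxide was read by Fe-XO absorbance ratio 573/405 nm.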
TrxR1 substrate – rat thioredoxin reductase 1 substrate activity; O89049; purified TrxR1 substrate turnover, NADPH consumption readout; Potency, µM (doses to about 114 µM), without a hit: at the top dose activity change, negative = substrate turnover; hit rate 0.01% among 390,000; AID 588456; note: % is set by controls: 0 for no effect and ±100 for the full control effect; nearly all actives have a fitted effect of over 50% in size
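Rat TrxR1, dispensed at 90 nM, was prereduced with 400 uM NADPH (final) for 5 min at ~22 deg C, then incubated with compound 15 min before 400 uM selenite. A first-read NADPH fluorescence drop versus no-compound background flagged substrates.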
Vif-APOBEC3G blk – inhibitors of Vif-APOBEC3G interaction | Q9HC16 | HeLa A3G-eYFP + Vif (tagged APOBEC3G with the HIV-1 protein that degrades it), YFP fluorescence, overnight | Potency, µM (top dose mostly 46.1 µM), without a hit: at the top dose activity, negative = active, actives largely listed as inhibitors | hit rate 0.076% among 410,000;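 note: % is set by controls: 0 for no effect and ±100 for the full control effect; nearly all actives have a fitted effect of over 60% in size; hits raise eYFP signal because A3G escapes Vif-driven loss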
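HeLa cells stably expressing Vif and C-terminally eYFP-tagged A3G, seeded overnight at 37 deg C, then exposed to compound by pintool overnight at 37 deg C. Rise in yellow fluorescence (Ex 488/Em 500-530, Acumen) marks blocked Vif-driven A3G degradation.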
USP1 inh – inhibitors of human USP1/UAF1 deubiquitinase; O94782; recombinant USP1/UAF1, Ub-Rhodamine cleavage fluorescence; Potency, µM (series often up to 57.1 µM), for inactives: at the highest dose activity change, negative = inhibition, usual class: inhibitors; hit rate 0.23% among 390,000; note: % is set by controls: 0 for no effect and ±100 for the full control effect; nearly all actives have a fitted effect of over 60% in size; inactives centre near -12
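1 nM enzyme complex + cpd, 15 min RT; start with Ub-Rho 150nM final; kinetic fluorescence ex 480/em 540, 6 reads q60 s. Buffer 50mM HEPES pH 7.8, 0.5mM EDTA, 0.1 mg/ml BSA, 1mM TCEP, 0.01% Tween-20.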
RXFP1 agonist – activates the human relaxin receptor RXFP1 | AID 2676 | hit rate 0.3% among 370,000 | HEK293T-RXFP1 cAMP TR-FRET, 30 min; response scale: percent of porcine relaxin response, buffer zero | Potency, µM (highest dose often 57.5 µM), inactives show top-dose activation, usual class: activators | Q9HBX9; note: % is set by controls: 0 for no effect and ±100 for the full control effect; nearly all actives have a fitted effect of over 60% in size; many of its hits are not listed in these tables
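Agonist response is measured as cAMP accumulation in an RXFP1-transfected HEK293T line under PDE4 inhibition. Values are scaled between buffer-only and 29 nM porcine relaxin, and EC50s come from standard Hill equation fits.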
mIDH1 inhibitor – blocks human mutant IDH1 R132H enzyme; O75874; IDH1-R132H enzyme, NADPH consumption, diaphorase/resazurin fluorescence; Potency, µM (titrated, usually from 76.6 µM), inactives show at the top dose activity change, negative = inhibition, hits mostly inhibitors; hit rate 0.093% among 390,000; AID 602179; note: % is set by controls: 0 for no effect and ±100 for the full control effect; nearly all actives have a fitted effect of over 65% in size
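IDH1-R132H (0.5 ug/mL) preincubated 30 min with compound, then NADPH (0.016 mM) and alpha-KG (2 mM) added; 80 min at RT, pH 7.5. Remaining NADPH coupled via diaphorase/resazurin to fluorescence (540/590 nm); concentration-response curves normalized to no-enzyme control.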
Vif-A3F inh – blocks the Vif interaction with APOBEC3F | hit rate 0.2% among 390,000 | Potency, µM (series often up to 46.1 µM), for inactives: top-dose activity, negative = active | HeLa A3F-eYFP + Vif (tagged APOBEC3F with the HIV-1 protein that degrades it), YFP fluorescence increase; note: % of control where 0% means no effect; nearly all actives have a fitted effect of over 65% in size
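HeLa cells stably expressing A3F-eYFP plus Vif, plated and incubated overnight at 37 deg C, then exposed to compounds overnight at 37 deg C. Blocked degradation read as raised yellow fluorescence (Ex 488/Em 500-530).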
RGS4 inhibitor – blocks human RGS4-accelerated GTP hydrolysis. Transcreener GDP fluorescence polarization, RGS4-accelerated GTP hydrolysis. AID 504845. hit rate 0.039% among 390,000. P49798. Potency, µM (doses to about 114 µM), inactives show at the highest dose activity change, negative = inhibition, actives largely listed as inhibitors; note: % is set by controls: 0 for no effect and ±100 for the full control effect; nearly all actives have a fitted effect of over 75% in size; some results filed as inactive show a strong effect at the top dose
Target sequence (P49798 whole entry, looked up): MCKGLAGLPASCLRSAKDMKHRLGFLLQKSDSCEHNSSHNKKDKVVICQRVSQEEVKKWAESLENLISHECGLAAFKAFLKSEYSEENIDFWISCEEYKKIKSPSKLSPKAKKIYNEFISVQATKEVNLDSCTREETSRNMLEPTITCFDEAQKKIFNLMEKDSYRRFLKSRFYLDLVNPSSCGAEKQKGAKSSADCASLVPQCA
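MLSMR compounds (23 nl, pin-transferred) preincubated 10 min at room temperature with a 500nM (2x) first reagent, then RGS4 at 900nM (2x) plus Transcreener GDP mix added; fluorescence polarization (620/688 nm) read before and after 90 min at 30 °C.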
Numbers without * were called inactive; ? = inconclusive; nt = no result given; [ ] = dose if it differs, or a comment. Calls come from the whole dose curve; as a rule, active = well fitted curve in the direction sought with a large enough effect; inconclusive = small, poorly fitted or top-dose-only effect, or another doubt; inactive = no such curve, though single readings can be large; an effect the other way counts as inactive or inconclusive. Potency is the fitted concentration of half-maximal effect.

1. Cc1ccc(CNC(=O)C(=O)NCC2OCCN2S(=O)(=O)c2ccc3c(c2)OCCO3)cc1 (configuration not stated)
2. COc1ccc(N(CC(=O)Nc2ccccc2C(=O)N2CCCC2)S(=O)(=O)c2ccccc2)cc1
3. COc1ccc(C(=O)CSc2nc3nn(-c4ccccc4)c(=O)c-3c3n2CCCCC3)c(OC)c1
4. O=S(=O)(NCCc1csc(-c2cccnc2)n1)c1ccc(F)cc1
5. O=C(CSc1nnc(-c2ccccc2)c(-c2ccccc2)n1)NCCc1ccccc1
6. Fc1ccccc1-c1nc2ncccc2o1
7. COc1ccc(CCNC(=O)C2CC(c3cccc([N+](=O)[O-])c3)=NO2)cc1 (configuration not stated)
8. Cc1cc2c(NC(=O)Nc3ccc(C(F)(F)F)cc3)cccc2nn1

Compound	1	2	3	4	5	6	7	8
USP1 inh	-3.7%	-20.1%	?	-11.5%	-34.2%	-13.9%	-12.1%	-18.2%
Vif-A3F inh	-6.6%	-12.2%	-7.3%	2.0%	3.4%	7.3%	-1.8%	-2.7%
12-LOX inh	23.7%	-8.2%	-22.6%	4.9%	-24.2%	9.3%	-3.2%	?
mIDH1 inhibitor	1.0%	6.6%	-1.7%	5.6%	-3.7%	3.4%	-1.0%	15.6%
RGS4 inhibitor	21.7%	-17.4%	nt	0.2%	25.8%	-20.7%	-2.7%	?
Vif-APOBEC3G blk	2.7%	1.0%	-1.0%	2.6%	1.3%	-2.5%	-1.9%	-6.4%
rTrxR1 inhibitor	-1.9%[57.1 µM]	5.0%	nt	-14.0%	16.1%[57.1 µM]	16.4%[57.1 µM]	9.5%	6.5%[57.1 µM]
TrxR1 substrate	2.0%	-4.1%	nt	-5.9%	-0.9%[57.1 µM]	6.5%[57.1 µM]	6.8%	2.0%[57.1 µM]
RXFP1 agonist	-2.7%	-1.3%	nt	2.4%	0.5%	-1.1%	1.8%	0.0%

Some of these compounds in order of their number in USP1 inh, ascending:
entry	SMILES	USP1 inh
2	COc1ccc(N(CC(=O)Nc2ccccc2C(=O)N2CCCC2)S(=O)(=O)c2ccccc2)cc1	-20.1%
7	COc1ccc(CCNC(=O)C2CC(c3cccc([N+](=O)[O-])c3)=NO2)cc1 (configuration not stated)	-12.1%
1	Cc1ccc(CNC(=O)C(=O)NCC2OCCN2S(=O)(=O)c2ccc3c(c2)OCCO3)cc1 (configuration not stated)	-3.7%

The list goes on.
9. COc1ccc(Cl)cc1NC(=S)NCCc1ccc(F)cc1
10. COc1ccc(F)cc1S(=O)(=O)N1CCN(C(=O)c2ccco2)CC1
11. COc1nc(NCCN2CCOCC2)nc(Nc2ccccc2)n1
12. C=CCn1c(SCc2ccc(OC)cc2)nnc1-c1cccnc1
13. COc1ccc(C(=O)c2c(N)c(-c3nc(-c4ccc5c(c4)OCO5)cs3)c3ccccn23)cc1
14. CCCNC(=O)c1c(N)n(-c2ccc(S(N)(=O)=O)cc2)c2nc3ccccc3nc12
15. COc1cc(NC(=O)CCCc2nnc3n(C)c(=O)c4sccc4n23)cc(OC)c1OC
16. C=CCn1c(CC#N)nnc1N1CCOCC1

Compound	9	10	11	12	13	14	15	16
USP1 inh	-23.5%	-15.4%	-25.8%	-9.4%	-24.2%	-21.2%	4.4%	-17.1%
Vif-A3F inh	2.9%	-4.6%	2.1%	-2.2%	nt	-5.2%	8.1%	4.9%
12-LOX inh	nt	212.9%[activator]	38.7%	-23.9%	-21.3%	263.6%[activator]	-17.8%	2.3%
mIDH1 inhibitor	-4.3%	3.3%	-2.7%	4.9%	nt	1.4%	0.8%	3.1%
RGS4 inhibitor	-24.5%	1.6%	-7.7%[11.4 µM]	-0.7%	-31.0%	-28.5%	-3.6%	-15.2%
Vif-APOBEC3G blk	2.9%	1.1%	1.6%	1.8%	nt	-3.0%	-4.9%	2.9%
rTrxR1 inhibitor	-4.9%	12.9%[57.1 µM]	1.4%[57.1 µM]	17.6%	17.5%	-2.6%	19.3%	7.7%[57.1 µM]
TrxR1 substrate	-0.5%	-6.6%	-9.0%	12.4%	65.5%[activator]	31.5%[activator]	8.9%	0.5%[57.1 µM]
RXFP1 agonist	1.3%	-3.9%	-1.1%	-0.6%	4.0%	3.5%	13.8%	-1.3%

17. COC(=O)c1sc(NC(=S)NC(=O)c2cccc(C)c2)nc1C
18. N#Cc1c(Cl)nsc1NN
19. O=C(CN1C(=O)CSC1=O)Nc1ccc2c(c1)OCCO2
20. O=C(O)/C=C/C(=O)NCc1ccccc1

Compound	17	18	19	20
USP1 inh	-6.2%	-25.6%	-1.0%	-20.2%
Vif-A3F inh	1.2%	5.2%	nt	4.8%
12-LOX inh	0.9%	?	35.3%[activator]	-15.2%
mIDH1 inhibitor	1.1%	1.8%	21.1%	4.8%
RGS4 inhibitor	-3.8%	?	23.9%	-16.5%
Vif-APOBEC3G blk	-2.7%	-4.6%	-0.3%	-5.6%
rTrxR1 inhibitor	?	24.7%	-8.2%	-5.4%
TrxR1 substrate	4.4%	-3.7%[57.1 µM]	-6.1%	-5.3%
RXFP1 agonist	0.6%	-4.8%	0.0%	3.9%

Seven compounds from above, arranged by molar mass, smallest number first.
20. O=C(O)/C=C/C(=O)NCc1ccccc1
12. C=CCn1c(SCc2ccc(OC)cc2)nnc1-c1cccnc1
9. COc1ccc(Cl)cc1NC(=S)NCCc1ccc(F)cc1
10. COc1ccc(F)cc1S(=O)(=O)N1CCN(C(=O)c2ccco2)CC1
5. O=C(CSc1nnc(-c2ccccc2)c(-c2ccccc2)n1)NCCc1ccccc1
15. COc1cc(NC(=O)CCCc2nnc3n(C)c(=O)c4sccc4n23)cc(OC)c1OC
2. COc1ccc(N(CC(=O)Nc2ccccc2C(=O)N2CCCC2)S(=O)(=O)c2ccccc2)cc1

Compound	20	12	9	10	5	15	2
USP1 inh	-20.2%	-9.4%	-23.5%	-15.4%	-34.2%	4.4%	-20.1%
Vif-A3F inh	4.8%	-2.2%	2.9%	-4.6%	3.4%	8.1%	-12.2%
12-LOX inh	-15.2%	-23.9%	nt	212.9%[activator]	-24.2%	-17.8%	-8.2%
mIDH1 inhibitor	4.8%	4.9%	-4.3%	3.3%	-3.7%	0.8%	6.6%
RGS4 inhibitor	-16.5%	-0.7%	-24.5%	1.6%	25.8%	-3.6%	-17.4%
Vif-APOBEC3G blk	-5.6%	1.8%	2.9%	1.1%	1.3%	-4.9%	1.0%
rTrxR1 inhibitor	-5.4%	17.6%	-4.9%	12.9%[57.1 µM]	16.1%[57.1 µM]	19.3%	5.0%
TrxR1 substrate	-5.3%	12.4%	-0.5%	-6.6%	-0.9%[57.1 µM]	8.9%	-4.1%
RXFP1 agonist	3.9%	-0.6%	1.3%	-3.9%	0.5%	13.8%	-1.3%

Bioassay records from PubChem.

Some of the compounds tested; the hit share may differ from the screen's.
